JMJD2A Tudor: inhibitors of human JMJD2A Tudor domain. Potency, µM (top dose mostly 114 µM), without a hit: at the highest dose activity change, negative = inhibition, most hits filed as inhibitors. O75164. 390,000 compounds, 4.4% hits. AlphaScreen JMJD2A-Tudor / H3K4me3 peptide binding; also: % is scaled to controls: 0 for no effect and ±100 for the full control effect; nearly all actives have a fitted effect of over 50% in size
PGK inhibitor: inhibitors of T. brucei phosphoglycerate kinase | P07378 | PGK/GAPDH coupled, Kinase-Glo luminescence, 60 min | Potency, µM (top dose mostly 57.5 µM), for the others: at the highest dose activity change, negative = inhibition, usual class: inhibitors | 380,000 compounds, 0.043% hits; also: % is scaled to controls: 0 for no effect and ±100 for the full control effect; nearly all actives have a fitted effect of over 60% in size
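Luminescent ATP detection (Kinase-Glo Plus) follows a 60-minute room-temperature incubation, with wells lacking PGK as controls. Buffer: 100 mM TEA (pH 7.6), 5 mM MgCl2, 0.01% Tween-20. Coupling enzyme GAPDH (100 nM final) supplies unstable 1,3-BPG in-well.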
G9a block: inhibitors of human histone lysine methyltransferase G9a; AID 504332; 350,000 compounds, 8.8% hits; Potency, µM (top dose mostly 102 µM), for inactives: at the top dose activity, negative = inhibition, hits mostly inhibitors; G9a H3K9 monomethylation, AlphaScreen, 2 h; also: % is scaled to controls: 0 for no effect and ±100 for the full control effect; nearly all actives have a fitted effect of over 75% in size
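Enzyme 20 nM + cpd, 15 min RT; add b-H3K9 pep 500 nM / SAM 20 uM; 2 h RT; anti-H3K9me1 Ab 0.5 ug/mL + SA donor / anti-rabbit acceptor beads 20 ug/mL each, 10 min; AlphaScreen read.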
BAZ2B block: blocks human BAZ2B. Q9UIF8. Potency, µM (doses to about 114 µM), for the others: at the top dose activity change, negative = inhibition, actives largely listed as inhibitors. AlphaScreen BAZ2B-H3K14Ac peptide displacement. 360,000 compounds, 4.4% hits; also: % is scaled to controls: 0 for no effect and ±100 for the full control effect; nearly all actives have a fitted effect of over 60% in size
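AlphaScreen displacement: compounds (up to 110uM) incubated 30 min at room temperature with a preformed 50 nM BAZ2B/50 nM biotinylated H3K14Ac peptide complex in PBS pH 7.4 with Tween-20. Donor and acceptor beads at 10 ug/mL final added, 20 min light-protected before reading.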
BLM inh: inhibitors of human Bloom syndrome helicase BLM. 350,000 compounds, 0.2% hits. Potency, µM (highest dose often 56.1 µM), inactives show at the top dose activity change, negative = inhibition, most hits filed as inhibitors. P54132. recombinant BLM DNA unwinding, fluorescence dequenching;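 also: plate controls were vehicle for no effect and no enzyme for full effect; nearly all actives have a fitted effect of over 35% in size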
Pin1 inhibitor: blocks the human prolyl isomerase Pin1. Q13526. Pin1 FP peptide displacement, HiFluor488, 10 min. Potency, µM (highest dose often 115 µM), for inactives: top-dose activity, negative = inhibition, most hits filed as inhibitors. 390,000 compounds, 0.009% hits; active = well fitted inhibition curve with a large enough effect in the polarisation, with a control signal flat, not every such curve was filed as active; inconclusive = small, poorly fitted or top-dose-only effect, or effect the other way, or a change in a side signal; inactive = no such curve, though single readings can be large or run the other way; the % refers to the polarisation; also: % is scaled to controls: 0 for no effect and ±100 for the full control effect
Target sequence (Q13526 whole entry, looked up): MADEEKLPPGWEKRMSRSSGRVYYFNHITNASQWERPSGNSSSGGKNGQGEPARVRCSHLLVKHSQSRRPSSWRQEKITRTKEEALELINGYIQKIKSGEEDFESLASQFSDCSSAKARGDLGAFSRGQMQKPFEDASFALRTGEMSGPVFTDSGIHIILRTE
HP1b chromo inh: blocks HP1-beta chromodomain binding to methylated histone tails; 390,000 compounds, 0.56% hits; AlphaScreen HP1-beta / biotin-H3K9me3 peptide binding; AID 540317; Potency, µM (series often up to 114 µM), without a hit: at the highest dose activity change, negative = inhibition, usual class: inhibitors; also: nearly all actives have a fitted effect of over 70% in size; inactives centre near 23
Target sequence (P83916 whole entry, looked up): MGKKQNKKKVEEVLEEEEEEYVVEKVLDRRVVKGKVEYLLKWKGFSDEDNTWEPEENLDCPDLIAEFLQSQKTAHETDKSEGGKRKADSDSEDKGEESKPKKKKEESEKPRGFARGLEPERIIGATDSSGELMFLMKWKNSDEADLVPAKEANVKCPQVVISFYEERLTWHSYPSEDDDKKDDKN
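HP1-beta protein (50 nM final) preincubated 30 min at room temperature with biotinylated H3(1-18)K9me3 peptide (50 nM) in PBS pH 7.4, 0.01% Tween-20, then compound added for 30 min. AlphaScreen streptavidin donor/nickel chelate acceptor beads (10 ug/mL final), 30 min dark, luminescence read.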
GLS inhibitor: blocks human kidney-isoform glutaminase activity; O94925; GLS enzymatic activity, qHTS titration; Potency, µM (series often up to 45.5 µM), for inactives: top-dose activity change, negative = inhibition, most hits filed as inhibitors; 410,000 compounds, 0.21% hits; also: % is scaled to controls: 0 for no effect and ±100 for the full control effect
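Glutamate formation by hKGA was monitored fluorometrically using coupled glutamate oxidase, HRP and Amplex Red. Substrate was added as 1 mM L-glutamine solution; incubation was 30 min at RT after an initial read.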
Pol iota inh: inhibitors of human DNA polymerase iota | Pol iota fluorescent replication assay, 10 min | Potency, µM (doses to about 115 µM), without a hit: at the top dose activity, negative = inhibition, most hits filed as inhibitors | 390,000 compounds, 1% hits
Target sequence (Q9UNA4 whole entry, looked up): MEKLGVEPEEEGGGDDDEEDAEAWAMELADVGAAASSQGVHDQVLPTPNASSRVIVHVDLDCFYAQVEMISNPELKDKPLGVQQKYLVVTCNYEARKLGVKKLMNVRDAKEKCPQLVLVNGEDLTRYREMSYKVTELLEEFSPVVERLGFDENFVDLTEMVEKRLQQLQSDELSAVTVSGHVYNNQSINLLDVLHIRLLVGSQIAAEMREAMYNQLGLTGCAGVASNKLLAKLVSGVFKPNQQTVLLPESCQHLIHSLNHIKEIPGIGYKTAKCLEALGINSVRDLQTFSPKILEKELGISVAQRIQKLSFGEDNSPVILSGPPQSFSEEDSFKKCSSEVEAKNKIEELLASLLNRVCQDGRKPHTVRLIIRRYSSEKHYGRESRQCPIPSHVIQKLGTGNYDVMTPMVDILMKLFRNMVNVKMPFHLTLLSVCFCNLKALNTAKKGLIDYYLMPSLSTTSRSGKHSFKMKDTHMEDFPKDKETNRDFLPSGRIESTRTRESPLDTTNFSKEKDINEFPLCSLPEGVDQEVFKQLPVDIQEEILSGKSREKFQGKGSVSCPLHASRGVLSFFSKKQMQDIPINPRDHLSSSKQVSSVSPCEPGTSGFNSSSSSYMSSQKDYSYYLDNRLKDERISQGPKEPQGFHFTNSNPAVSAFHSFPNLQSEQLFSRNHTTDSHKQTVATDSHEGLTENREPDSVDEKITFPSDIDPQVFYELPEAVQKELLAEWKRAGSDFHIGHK
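Pol iota at 10 nM preincubated 15 min with compounds at room temperature; reaction started with fluorescent substrate, 50 nM final. Fluorescence read kinetically at 0 and 10 min; buffer-only wells as negative control.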
Starred values were filed as active, the others as inactive; i = inactive; ? = inconclusive; / = no result given; [ ] = remark or other dose. Unless noted, calls follow the shape of the dose curve; as a rule, active = well fitted curve in the direction sought with a large enough effect; inconclusive = small, poorly fitted or top-dose-only effect, or another doubt; inactive = no such curve, though single readings can be large; an effect the other way counts as inactive or inconclusive. Potency is read from the fitted curve at half-maximal effect. An excerpt; rates above refer to the full screens.

SMILES	JMJD2A Tudor	PGK inhibitor	G9a block	BAZ2B block	BLM inh	Pin1 inhibitor	HP1b chromo inh	GLS inhibitor	Pol iota inh
Cc1cc(Nc2ccc(C(=O)O)cc2)n2nc(C)nc2n1	0.7%	1.9%	-2.6%[59 µM]	9.9%	-0.2%	0.6%	47.7%[activator]	-8.3%	20.7%
COc1cccc(-n2ccnc2SCC(=O)NCc2ccccc2)c1	-21.6%	-0.8%	?	-7.3%	2.3%	-5.4%	-1.1%	4.8%	16.7%
CCN(CC)CC(=O)N(CC(=O)Nc1c(C)cc(C)cc1C)C1CCCCC1	-10.4%	i	-12.6%[12.7 µM]	-8.9%	-5.4%	-1.7%	1.8%	1.6%	11.7%
CCN(CC(=O)Nc1c(F)cccc1F)C(=O)CNC(=O)c1sc2ccccc2c1Cl	4.0%	-8.4%	-5.9%[12.7 µM]	1.4%	/	30.0%[activator]	33.4%[activator]	-5.1%	13.4%
O=C(CCC(=O)c1ccc(Br)cc1)Nc1cccnc1	-0.7%	-9.4%	/	-15.3%	1.7%	1.0%	47.3%[activator]	-5.9%	35.6%
COCCN(C(=O)CCC(=O)Nc1nccs1)C(C(=O)NC(C)(C)C)c1ccc(Cl)cc1 (stereo unspecified)	-22.4%	-2.5%	-32.1%	-9.7%	0.0%	-13.2%	37.3%	5.2%	40.5%[activator]
CC(C)c1cc(C(=O)N/N=C/c2cccnc2)cs1	5.6%	i	-8.3%[59 µM]	1.0%	2.3%	2.9%	20.0%	10.3%	-9.8%
COc1ccc(C2=Nn3c(nnc3C(F)(F)F)SC2)cc1	-2.3%	/	14.6%	0.7%	-6.6%	3.2%	28.1%	-2.8%	?
CCN1CCOC(=O)C1CC(=O)Nc1ccc(C(C)=O)cc1 (stereo unspecified)	-2.6%	-2.1%	3.16µM*	?	1.6%	4.7%	12.3%	0.2%	-23.5%
COc1ccc(OCc2nc3c4c(-c5ccc(OC)cc5)c(-c5ccc(OC)cc5)oc4ncn3n2)cc1	-0.7%	i	-11.9%[59 µM]	-8.9%	-7.4%	-0.7%	4.7%	-6.1%	6.7%
Cc1ccc(C(=O)N/C(=C\c2sccc2C)C(=O)NCc2ccncc2)cc1	-16.4%	-4.9%	25.7%	4.8%	0.2%	-3.9%	12.4%	-8.0%	29.1%
O=C(Cc1cccs1)OCC(=O)c1ccco1	79.4µM*	?	50.1µM*	?	-0.1%	?	?	?	?

Gathered by group, the entries above with fluorine.
SMILES	JMJD2A Tudor	PGK inhibitor	G9a block	BAZ2B block	BLM inh	Pin1 inhibitor	HP1b chromo inh	GLS inhibitor	Pol iota inh
CCN(CC(=O)Nc1c(F)cccc1F)C(=O)CNC(=O)c1sc2ccccc2c1Cl	4.0%	-8.4%	-5.9%[12.7 µM]	1.4%	/	30.0%[activator]	33.4%[activator]	-5.1%	13.4%
COc1ccc(C2=Nn3c(nnc3C(F)(F)F)SC2)cc1	-2.3%	/	14.6%	0.7%	-6.6%	3.2%	28.1%	-2.8%	?

The listing picks up, repeating the 2 entries before the break.
SMILES	JMJD2A Tudor	PGK inhibitor	G9a block	BAZ2B block	BLM inh	Pin1 inhibitor	HP1b chromo inh	GLS inhibitor	Pol iota inh
Cc1ccc(C(=O)N/C(=C\c2sccc2C)C(=O)NCc2ccncc2)cc1	-16.4%	-4.9%	25.7%	4.8%	0.2%	-3.9%	12.4%	-8.0%	29.1%
O=C(Cc1cccs1)OCC(=O)c1ccco1	79.4µM*	?	50.1µM*	?	-0.1%	?	?	?	?
CC1(C)CC(C)(O)N(Cc2ccccc2)C(=S)N1 (stereo unspecified)	-1.8%[57.1 µM]	-4.2%	33.8%[59 µM]	6.0%	0.6%	0.4%	-21.3%	1.9%	?
OC(COc1ccc(Cl)cc1)CN1C2=NCCCN2c2ccccc21 (stereo unspecified)	-30.3%	5.0%	?	6.5%	-7.3%	-0.2%	15.1%	-13.2%	4.7%
O=C(O)c1cccc(NC(=O)c2ccccc2NC(=O)c2ccco2)c1	-13.6%	6.5%	/	3.4%	0.8%	0.9%	33.8%	9.8%	16.6%
COc1cc(C)c(S(=O)(=O)Nc2cccc(-c3ccc(N4CCCC4)nn3)c2)cc1C	-15.7%	9.6%	8.7%[59 µM]	-18.8%	-6.2%	9.9%	13.2%[57 µM]	16.0%	6.1%
CCOC(=O)Cc1cnc(NC(=O)CSc2nc(N)cc(=O)[nH]2)s1	?	6.5%	6.3%	-11.4%	-2.7%	2.5%	?	3.9%	1.3%
COC(=O)C1=C(C)N(Cc2ccccc2)C(=NCCCCO)N[C@H]1c1cccc(C(F)(F)F)c1	?	-1.7%	5.4%[12.7 µM]	-8.1%	-0.7%	2.5%	39.2%[activator]	1.7%	20.9%
CCc1ccc(/C=N/NC(=O)Cc2ccc(OC)c(OC)c2)s1	-22.1%	i	/	-9.8%	0.4%	-5.3%	2.2%	2.4%	52.7%[activator]
Cc1ccc2[nH]c(SCC(=O)N3CCOCC3)nc2c1C	-5.1%	9.2%	9.4%[12.7 µM]	0.0%	-0.2%	0.6%	16.5%	2.1%	5.9%
COc1ccc(N(Cc2cc3ccc(C)cc3[nH]c2=O)C(=O)C2CCCO2)cc1 (stereo unspecified)	-14.0%	i	7.2%	-16.9%	1.2%	1.3%	-4.6%	3.2%	14.4%
CC1CCCCC1NS(=O)(=O)c1ccc2c(c1)CCC(=O)N2 (stereo unspecified)	-11.4%	0.3%	24.9%[12.7 µM]	-2.2%	/	0.0%	25.4%	1.0%	13.0%
COc1ccc(C(=O)C2CCCN(C(=O)c3cccnc3OC)C2)c(C)c1 (stereo unspecified)	-4.8%	-3.7%	?	3.1%	0.8%	-9.3%	44.3%[activator]	0.2%	19.2%
O=[N+]([O-])c1ccc(N2CCN(S(=O)(=O)c3ccccc3)CC2)cc1NCCN1CCOCC1	-33.2%	i	20µM*	-30.8%	-0.3%	44.5%[activator]	-3.0%	19.4%	1.8%
C[C@H](CO)N1C[C@H](C)[C@@H](CN(C)S(=O)(=O)c2cn(C)cn2)Oc2c(NC(=O)Nc3ccc(C(F)(F)F)cc3)cccc2C1=O	-14.4%	6.5%	/	/	/	?	35.4%	-0.3%	0.2%
COc1cccc(/C=C/C(=O)OCC(=O)NC2CCCCCCC2)c1	-2.7%	-2.2%	/	/	/	-4.6%	36.6%	6.1%	83.9%[activator]
CCCCCN(C(=O)CCC(=O)OCC(=O)c1ccc(C(C)(C)C)cc1)c1c(N)n(CCCC)c(=O)[nH]c1=O	-15.2%	-1.5%	-3.2%	-1.3%	/	10.5%	5.3%	1.7%	11.2%
CCNc1ccccc1CP(=O)(c1ccccc1)c1ccccc1O (stereo unspecified)	50.1µM*	-3.1%	?	39.8µM*	-12.6%	?	31.6µM*	-18.1%	14.1µM*
O=C(CSc1nnc(Cc2ccccc2)o1)Nc1ccc2c(c1)OCO2	-13.3%	2.4%	-45.1%[59 µM]	-25.0%	1.4%	-6.4%	8.0%	13.1%	-5.5%
CCOC(=O)CNC(=O)CNC(=O)c1nn(-c2ccc(OC)c(OC)c2)c(=O)c2ccccc12	3.4%	/	29.5%	1.3%	-2.2%	-0.6%	79.7%[activator]	-1.1%	-14.3%
Cn1c(=O)n(C)c2cc(/C=N/NC(=O)c3cc4cc(Br)ccc4o3)ccc21	-12.2%	-4.7%	/	-0.9%	-10.0%	50.5%[activator]	20.0%	-5.1%	99.6%[activator]
COc1cccc(C(=O)N(Cc2ccccc2)Cc2cc3cc4c(cc3[nH]c2=O)OCCO4)c1	-9.1%	-7.3%	-31.0%[0.0925 µM]	?	-3.9%	4.1%	9.4%	-3.6%	3.7%
CC(C)c1ccc(S(=O)(=O)c2cn(CC(=O)Nc3ccc(F)cc3)c3ccccc3c2=O)cc1	1.3%	-1.8%	6.8%[59 µM]	3.1%	-0.6%	4.3%	37.4%	5.2%	21.7%
N#C/C(=C\c1ccc(-c2cccc(Cl)c2)o1)C(=O)Nc1cccc2cccnc12	0.0%	i	9.8%	-6.7%	0.5%	1.0%	30.1%	4.8%	28.3%
CN1CCN(c2nc3c(c(=O)n(C)c(=O)n3C)n2Cc2cccc3ccccc23)CC1	-20.4%	-2.3%	44.7µM*	-36.1%	6.0%	4.6%	5.6%	10.0%	3.2%
COC(=O)CN(c1ccccc1C)S(C)(=O)=O	-8.3%	2.8%	9.5%[59 µM]	1.6%	1.9%	0.1%	19.8%	15.4%	19.9%
COc1cc([N+](=O)[O-])ccc1NC(=S)Nn1cnnc1	-32.6%	-3.9%	10µM*	?	-0.3%	5.6%	?	3.4%	7.4%
CC(=O)c1ccc(N2CCN(C(=O)c3ccc(Cl)c(S(=O)(=O)NC4CC4)c3)CC2)c(F)c1	-8.8%	-6.9%	-35.2%	-13.5%	/	-8.1%	23.5%	-7.7%	8.5%
CC(NCC(=O)NCC(=O)Nc1ccc(F)cc1)c1cccc(C(F)(F)F)c1 (stereo unspecified)	-11.1%	i	/	/	/	-9.9%	30.0%	-0.1%	-11.3%
CCc1ccc(C2NC(=O)c3[nH]nc(-c4cccc(OC)c4)c32)cc1 (stereo unspecified)	-24.0%	-2.8%	3.0%[59 µM]	/	-0.6%	3.8%	3.7%	-3.6%	-19.8%
O=C(O)CCCN1C(=O)C2C3CC(C2C1=O)C1C(c2ccccc2)c2sc(=O)[nH]c2SC31 (stereo unspecified)	-4.8%	-2.2%	?	/	-2.0%	0.1%	26.0%	21.6%	4.6%
CC1CCCCN1C(=O)CCNC(=O)Cn1cnc2ccccc2c1=O (stereo unspecified)	-12.3%	-9.2%	-8.1%	-1.3%	-2.4%	-4.2%	32.8%	0.4%	27.9%
CC1CCC/C(=N\Nc2ccc(Cl)c(C(=O)O)c2)C1 (stereo unspecified)	79.4µM*	-15.4%	7.94µM*	-36.7%	-10.7%	?	5.1%	112.6%[activator]	?
Fc1cccc(NC(=S)N2CCCC2)c1	-3.5%	i	7.4%[59 µM]	-6.3%	1.2%	5.8%	34.5%	9.2%	-2.7%
O=C(O)CC1S/C(=N/N=C2CCCCC2)N(c2ccccc2)C1=O (stereo unspecified)	-10.9%	0.9%	-50.6%[59 µM]	3.8%	-10.9%	-3.8%	20.0%	3.5%	16.5%

High-throughput results: PubChem BioAssay, National Center for Advancing Translational Sciences (NCATS)
